# Dengue virus CPE = Dengue virus cytopathic effect inhibitors, cell-based, CPE readout, HTS (AID 540333); Dengue virus CPE inhibition in host cells; hits give high values; CPE inhibition, % at 20 µM; 10,000 compounds, 3.1% hits; in the data active = CPE inhibition mostly above about 9.1%, no sharp cut-off; inactive = mostly below about 7.2%
# Numbers without * were called inactive; i = inactive. Some of the compounds tested; count on the stated rates, not on these rows.
SMILES: Cc1ccc(C)c(NC(=S)N(C)CCc2ccccn2)c1
  Dengue virus CPE = i
SMILES: CCSc1nnc(NS(=O)(=O)c2ccc(C)cc2)s1
  Dengue virus CPE = 0.0
SMILES: CC(C)CNC(=O)COC(=O)c1ccccc1OCC(=O)Nc1ccc(Br)cc1
  Dengue virus CPE = 3.9
SMILES: N=c1c2c(ncn1Cc1ccco1)Oc1c(ccc3ccccc13)C2c1ccccc1 (configuration not stated)
  Dengue virus CPE = i
SMILES: CC(=O)c1ccc(N2C(=O)[C@@H]3C(C(=O)CCN4C(=O)c5ccccc5C4=O)=NN[C@@H]3C2=O)cc1
  Dengue virus CPE = 0.0
SMILES: CCn1cc([N+](=O)[O-])c(C(=O)N2CCOCC2)n1
  Dengue virus CPE = 0.0
SMILES: COc1cc(/C=N/NC(=O)CCc2n[nH]c(=O)[nH]c2=O)cc(OC)c1OC
  Dengue virus CPE = 1.5
SMILES: Cc1ccc(NS(=O)(=O)c2ccc3c(c2)C(=O)c2ccccc2C3=O)c(C)c1
  Dengue virus CPE = 4.8
SMILES: O=C(C[n+]1cc(-c2ccc(F)cc2)n2c1CCC2)Nc1nc(-c2ccccc2)cs1
  Dengue virus CPE = 0.6
SMILES: Cc1cc(/C=C2/NC(=O)NC2=O)c(C)n1-c1ccccn1
  Dengue virus CPE = 0.3

SMILES: COc1ccc(CC(=O)NNc2ncnc3c2cnn3-c2ccccc2)cc1
  Dengue virus CPE = i
SMILES: CC(C)(C)c1ccc(C2=CC(c3ccccc3F)n3ncnc3N2)cc1 (configuration not stated)
  Dengue virus CPE = 2.8
SMILES: Cc1n[nH]c(=O)nc1N/N=C/c1ccc(O)c([N+](=O)[O-])c1
  Dengue virus CPE = i
SMILES: COc1cccc(-c2ncc3ccccc3c2COC(=O)c2ccc(C(F)(F)F)cc2)c1
  Dengue virus CPE = 0.8
SMILES: CCOC(=O)C1Nc2ccc(OC(F)(F)F)cc2C2C=CCC12 (configuration not stated)
  Dengue virus CPE = i
SMILES: Nc1nc(CSc2nnc(-c3cccc(F)c3)n2-c2ccccc2)nc(N2CCOCC2)n1
  Dengue virus CPE = 2.7
SMILES: O=C(CN1CCN(S(=O)(=O)c2ccc(Br)cc2)CC1)N/N=C/c1cccnc1
  Dengue virus CPE = 0.1
SMILES: Cc1ccc(NC(=O)CSc2nc(C)c(C)c(C)n2)c([N+](=O)[O-])c1
  Dengue virus CPE = 0.9
SMILES: CC(NC(=O)CCCCCCN1C(=O)c2ccccc2C1=O)c1ccc2c(c1)CCCC2 (configuration not stated)
  Dengue virus CPE = i
SMILES: CCN(CC)S(=O)(=O)c1ccc(C)c(NC(=O)/C=C/c2cccs2)c1
  Dengue virus CPE = 0.1

SMILES: COc1ccc2c(c1)nc(NCCO)n2C
  Dengue virus CPE = 0.1
SMILES: O=C(CCC(=O)N1CCN(S(=O)(=O)c2ccc(Cl)cc2)CC1)NCc1ccccc1
  Dengue virus CPE = 0.4
SMILES: O=C(COC(=O)/C=C/c1ccccc1Cl)NC(=O)Cc1ccccc1
  Dengue virus CPE = 0.1
SMILES: O=C(NC(=S)NCC1CCCO1)c1ccc(Cl)cc1 (configuration not stated)
  Dengue virus CPE = 0.2
SMILES: Cc1ccc(S(=O)(=O)N2CCCCC2)cc1NS(=O)(=O)c1cccc(C(=O)O)c1
  Dengue virus CPE = 0.9
SMILES: COc1ccc(NC(=O)CCC2CCCCC2)cc1S(=O)(=O)N1CCCCC1
  Dengue virus CPE = 12*
SMILES: S=c1[nH]nc(COc2ccccc2)n1/N=C/C=C/c1ccccc1
  Dengue virus CPE = i
SMILES: c1ccc2c(c1)nnn2CNc1nccs1
  Dengue virus CPE = 0.7
SMILES: CCCCC(=O)Nc1ccc(NC(=O)c2ccccc2[N+](=O)[O-])cc1OC
  Dengue virus CPE = i
SMILES: Cc1nn(-c2ccccc2)c(C)c1NC(=O)COc1ccc(Cl)cc1Cl
  Dengue virus CPE = i

SMILES: Cc1ccc(NC(=O)c2cc(C)n(-c3ccccc3)c2C)cc1
  Dengue virus CPE = i
SMILES: CN1C(=O)COc2ccc(C(=O)c3ccccc3C(=O)O)cc21
  Dengue virus CPE = 1.0
SMILES: Cc1cc(NC(=O)CCSc2ccccc2)ccc1Br
  Dengue virus CPE = i
SMILES: C/C(CC(=O)Nc1ccc2ccccc2c1)=N\NC(=O)c1cnccn1
  Dengue virus CPE = i
SMILES: COc1ccc(S(=O)(=O)N2CCOCC2)cc1NC(=O)COC(=O)C1COc2ccccc2O1 (configuration not stated)
  Dengue virus CPE = i
SMILES: Cc1nc2ccccc2nc1SCC(=O)c1ccccc1
  Dengue virus CPE = 0.5
SMILES: Cc1ccccc1Nc1cccc2nonc12
  Dengue virus CPE = i
SMILES: O=C(NCCc1nc(-c2ccccc2Cl)no1)c1ccccc1
  Dengue virus CPE = 0.5
SMILES: Cc1ccccc1OCCn1cc(/C=C(\C#N)C(=O)NCc2ccco2)c2ccccc21
  Dengue virus CPE = 4.5
SMILES: CC(=O)Nc1ccc(/C(C)=N/NC(=O)CN(c2ccccc2Br)S(C)(=O)=O)cc1
  Dengue virus CPE = i

SMILES: CC(C)(C)OC(=O)N1CCC(NC(=O)c2ncn(Cc3ccccc3)c2C(=O)NC2CCN(C(=O)OC(C)(C)C)CC2)CC1
  Dengue virus CPE = 39*
SMILES: O=C(Cc1ccc(Br)cc1)Nc1ccccc1Cl
  Dengue virus CPE = i
SMILES: N#C/C(=C\c1ccc(Sc2ccccc2)o1)c1nc2ccccc2[nH]1
  Dengue virus CPE = 13*
SMILES: O=C(Nc1ccc([N+](=O)[O-])cc1)C1(c2ccccc2)CCOCC1
  Dengue virus CPE = i
SMILES: O=C(COC(=O)c1ccc(Br)cc1)NCc1ccccc1
  Dengue virus CPE = i
SMILES: CCCCOc1ccc(N2C(=O)CC(N(CCc3ccccc3)C(=O)/C=C/C(=O)O)C2=O)cc1 (configuration not stated)
  Dengue virus CPE = i
SMILES: COCc1cccc(C2=CC(=O)C[C@H](c3ccc(F)cc3)C2)c1
  Dengue virus CPE = 0.3
SMILES: CCc1nnc(NC(=O)CSc2nc(-c3ccccc3)cc(-c3ccc(OC)cc3)c2C#N)s1
  Dengue virus CPE = 0.1
SMILES: Cc1ccsc1/C=N/n1c(C2CCCCC2)n[nH]c1=S
  Dengue virus CPE = i
SMILES: COCCN1C=C2C(=O)C(C)(OC(=O)CCC(=O)OC)C(=O)C(Br)=C2C=C1c1ccc(OC)cc1 (configuration not stated)
  Dengue virus CPE = 0.5

# Next part, starting with the last 2 of the part before.
SMILES: Cc1ccsc1/C=N/n1c(C2CCCCC2)n[nH]c1=S
  Dengue virus CPE = i
SMILES: COCCN1C=C2C(=O)C(C)(OC(=O)CCC(=O)OC)C(=O)C(Br)=C2C=C1c1ccc(OC)cc1 (configuration not stated)
  Dengue virus CPE = 0.5
SMILES: CN(C)c1ccc(S(=O)(=O)NCC(=O)OCC(=O)Nc2cc(Cl)cc(Cl)c2)cc1[N+](=O)[O-]
  Dengue virus CPE = i
SMILES: COc1ccc(C(=O)/C=C/c2ccc(OC)c(Cn3nnc4ccccc43)c2)cc1
  Dengue virus CPE = 0.1
SMILES: Cc1ccc(-c2cc(=O)c3cc(F)ccc3[nH]2)cc1
  Dengue virus CPE = 1.1
SMILES: Cc1ccc(-c2csc(NC(=O)CSc3nc4ccccc4[nH]3)n2)cc1
  Dengue virus CPE = 1.0
SMILES: COc1ccc(N2C(=O)C3[C@@H](C2=O)C2(Cl)C(Cl)=C(Cl)C3(Cl)C2(OC)OC)cc1 (some centres not stated)
  Dengue virus CPE = i
SMILES: COc1cc(/C=C/C(=O)O)cc(S(=O)(=O)Nc2ccccc2Cl)c1OC
  Dengue virus CPE = 0.4
SMILES: CC(=O)c1c(C)[nH]c(C(=O)COC(=O)c2cc(S(=O)(=O)N(C)c3ccccc3)ccc2Cl)c1C
  Dengue virus CPE = 0.0
SMILES: CSC(=NC(C)c1ccccc1)NS(=O)(=O)c1cccs1 (configuration not stated)
  Dengue virus CPE = i
SMILES: O=C(NCc1cccs1)C(=O)NCC1OCCCN1S(=O)(=O)c1ccc(F)cc1 (configuration not stated)
  Dengue virus CPE = 0.7
SMILES: COc1ccc(/C(N)=N/OC(=O)CCCc2ccccc2)cc1
  Dengue virus CPE = i

# Grouped by structure, the entries above with a furan ring, fused or not
SMILES: N=c1c2c(ncn1Cc1ccco1)Oc1c(ccc3ccccc13)C2c1ccccc1 (configuration not stated)
  Dengue virus CPE = i
SMILES: Cc1ccccc1OCCn1cc(/C=C(\C#N)C(=O)NCc2ccco2)c2ccccc21
  Dengue virus CPE = 4.5
SMILES: N#C/C(=C\c1ccc(Sc2ccccc2)o1)c1nc2ccccc2[nH]1
  Dengue virus CPE = 13*

# Ordered by SMILES length (rising): part of the list above
SMILES: O=C(Cc1ccc(Br)cc1)Nc1ccccc1Cl
  Dengue virus CPE = i
SMILES: N#C/C(=C\c1ccc(Sc2ccccc2)o1)c1nc2ccccc2[nH]1
  Dengue virus CPE = 13*
SMILES: COc1cc(/C=C/C(=O)O)cc(S(=O)(=O)Nc2ccccc2Cl)c1OC
  Dengue virus CPE = 0.4
SMILES: O=C(CCC(=O)N1CCN(S(=O)(=O)c2ccc(Cl)cc2)CC1)NCc1ccccc1
  Dengue virus CPE = 0.4
SMILES: O=C(C[n+]1cc(-c2ccc(F)cc2)n2c1CCC2)Nc1nc(-c2ccccc2)cs1
  Dengue virus CPE = 0.6

# (list continues)
SMILES: O=C(NCc1ccco1)/C(=C\c1cccs1)NC(=O)c1ccsc1
  Dengue virus CPE = i
SMILES: CCSc1nnc(CNC(=O)C23CC4CC(CC(C4)C2)C3)n1C1CCCCC1
  Dengue virus CPE = 5.4
SMILES: Cc1ccsc1C1Nc2ccccc2-c2nc3ccccc3n21 (configuration not stated)
  Dengue virus CPE = 9.5
SMILES: O=S(=O)(NCC1CCCO1)c1ccc(S(=O)(=O)N(Cc2ccccn2)C2CC2)cc1 (configuration not stated)
  Dengue virus CPE = 0.6
SMILES: CC(C)(C)[C@H]1C=C(C(=O)O)O[C@@H](OCCCCO)C1
  Dengue virus CPE = 1.4
SMILES: O=C(CNC1CCCCCC1)c1cccs1
  Dengue virus CPE = i
SMILES: CCCNC(=O)c1ccc(Cn2c(=S)[nH]c3c([nH]c4ccc(OC)cc43)c2=O)cc1
  Dengue virus CPE = i
SMILES: O=C1C2CCc3ccccc3C2N1c1ccccc1 (configuration not stated)
  Dengue virus CPE = 0.2
SMILES: O=[N+]([O-])c1c(NCCO)cc(N2CCN(Cc3ccc4c(c3)OCO4)CC2)c2nonc12
  Dengue virus CPE = i
SMILES: O=C(O)CSc1c(-c2ccccc2)c2cc(Cl)ccc2[nH]c1=O
  Dengue virus CPE = i

SMILES: O=C(COc1ccccc1)NC(=S)Nc1cccc(NC(=O)c2ccccc2Cl)c1
  Dengue virus CPE = i
SMILES: COC(=O)C1=NN[C@H](C(=O)OC)[C@H]1c1ccccc1
  Dengue virus CPE = 0.8
SMILES: COc1cc2c(cc1OC)CN(Cc1cc(=O)oc3cc(C)c(C)cc13)CC2
  Dengue virus CPE = i
SMILES: Cc1ccccc1NC(=S)N1CCCC1
  Dengue virus CPE = i
SMILES: COc1cc(C(=O)Nc2nnc(C(C)(C)C)s2)c([N+](=O)[O-])cc1OC
  Dengue virus CPE = i
SMILES: O=C(Nc1ccc(S(=O)(=O)N2CCCC2)cc1)c1ccc2c(=O)n3c(nc2c1)CCCCC3
  Dengue virus CPE = 0.3
SMILES: Cc1c(NC2=C(Cl)C(=O)N(c3ccccc3Cl)C2=O)c(=O)n(-c2ccccc2)n1C
  Dengue virus CPE = i
SMILES: Cc1c(/C=N/NC(=O)C2(O)c3ccccc3-c3ccccc32)cnn1C
  Dengue virus CPE = 0.1
SMILES: O=C(COC(=O)CCOc1ccccc1)Nc1ncc(Cl)cc1Cl
  Dengue virus CPE = 0.4
SMILES: N#C/C(=C\c1ccc(OCC(N)=O)cc1)c1ccccc1
  Dengue virus CPE = 0.1

SMILES: O=C(C1=NN[C@@H]2C(=O)N(c3cccc(C(F)(F)F)c3)C(=O)[C@H]12)c1ccc2ccccc2n1
  Dengue virus CPE = 0.1
SMILES: CC(C)(C)c1ccc(C(=O)Nc2ccc(C=C(C#N)C#N)cc2)cc1
  Dengue virus CPE = 0.5
SMILES: Cc1ccc(OCCn2cc(/C=C(\C#N)C(=O)NCC3CCCO3)c3ccccc32)cc1C (configuration not stated)
  Dengue virus CPE = 3.3
SMILES: COC(=O)c1c(CSc2ccc(Cl)cc2)noc1C(=O)NCc1ccco1
  Dengue virus CPE = i
SMILES: CCn1c(=O)c(C(=O)CN2CCN(S(=O)(=O)c3cc(C)ccc3C)CC2)c(N)n(Cc2ccccc2)c1=O
  Dengue virus CPE = 0.7
SMILES: CCCCc1ccc(NC(=O)COc2ccc(C(=O)Nc3ccccc3OCC)cc2)cc1
  Dengue virus CPE = i
SMILES: CCOc1cc(CNn2cn[nH]c2=S)cc(Cl)c1OCc1ccccc1F
  Dengue virus CPE = 0.9
SMILES: Cc1ccc(S(=O)(=O)N2CCC(=O)N(C(CO)C(C)C)CC2)cc1 (configuration not stated)
  Dengue virus CPE = 0.2
SMILES: O=[N+]([O-])c1ccc(N2CCN(c3ccc(O)cc3)CC2)c(Cl)c1
  Dengue virus CPE = 0.3
SMILES: COc1ccc(C/C(N)=N/OC(C)=O)cc1OC
  Dengue virus CPE = 0.0
SMILES: O=C(CSc1cc([N+](=O)[O-])cc(S(=O)(=O)Cc2ccccc2)c1)NC1CC1
  Dengue virus CPE = 1.3
SMILES: CCOc1ccc(NC(=S)N2CCC(N(C)CC3CCCO3)CC2)cc1 (configuration not stated)
  Dengue virus CPE = 0.2

# Of the compounds above, these have a COOH group:
SMILES: Cc1ccc(S(=O)(=O)N2CCCCC2)cc1NS(=O)(=O)c1cccc(C(=O)O)c1
  Dengue virus CPE = 0.9
SMILES: CN1C(=O)COc2ccc(C(=O)c3ccccc3C(=O)O)cc21
  Dengue virus CPE = 1.0
SMILES: CCCCOc1ccc(N2C(=O)CC(N(CCc3ccccc3)C(=O)/C=C/C(=O)O)C2=O)cc1 (configuration not stated)
  Dengue virus CPE = i
SMILES: COc1cc(/C=C/C(=O)O)cc(S(=O)(=O)Nc2ccccc2Cl)c1OC
  Dengue virus CPE = 0.4
SMILES: CC(C)(C)[C@H]1C=C(C(=O)O)O[C@@H](OCCCCO)C1
  Dengue virus CPE = 1.4
SMILES: O=C(O)CSc1c(-c2ccccc2)c2cc(Cl)ccc2[nH]c1=O
  Dengue virus CPE = i

# Screening results deposited in PubChem BioAssay by Southern Research Specialized Biocontainment Screening Center.
